Lipid droplet – hepatic lipid droplet formation modulation; AML12 mouse hepatocytes, oleate lipid droplets, BODIPY imaging; inhibition, % at 6.5 µM; 240,000 tested, 0.4% active; AID 1656;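 active = lipid droplet intensity inhibited by at least 50%, with more than 500 cells counted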
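Assay system: AML12 hepatocytes (mouse) / Also added: 100 µM oleic acid challenge / Times: overnight treatment with compound plus oleate / Detection: high-content imaging of BODIPY-stained droplets and DAPI nuclei / Evaluation: % inhibition of lipid droplet signal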
bCat nuc transl – beta-catenin nuclear translocation modulation | nuclear translocation activity, % at 5 µM | HeLa beta-catenin nuclear translocation, immunofluorescence imaging | AID 1665 | 190,000 tested, 0.3% active;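 active = nuclear translocation activity above 50% at 5 µM, with a well cell count of 50 or more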;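 also: per-cell ratio of nuclear to cytoplasmic median beta-catenin stain intensity; plate controls were DMSO negative control for no effect and GSK-3 inhibitor IX positive control for full effect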
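assay system = human HeLa cells, endogenous beta-catenin | times = compound treatment 24 h, 37°C, 5% CO2 | detection = Anti-beta-catenin immunofluorescence on PFA-fixed, Triton-permeabilized cells, DAPI nuclei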
Ins promoter up – MIN6 insulin promoter up-regulation; MIN6 insulin promoter-GFP reporter, high-content imaging; hits give high values; z-score at 5 µM; 190,000 tested, 0.3% active;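 active = z-score above 3 at 5 µM with at least 500 cells counted in the well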
CSM14.1 death rescue – protection against thapsigargin-triggered cell killing – 384-well, CSM14.1, ATP luminescence, primary screen (AID 1222). CSM14.1 thapsigargin-induced death rescue, ATP luminescence; higher % means a stronger effect. one-dose cellular ATP content (survival), % at 20 µM; EC50 in µM for titrated hits. 190,000 tested, under 10 active;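 active = EC50 below 50 µM in the dose-response confirmation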;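 also: death triggered by thapsigargin at about 15 µM added after 2 h compound pretreatment; cell ATP read after overnight thapsigargin exposure of roughly 18 to 22 hours; normalized against plate controls of thapsigargin alone and 5% DMSO vehicle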
Dynein transport – blocks dynein driven cargo transport along microtubules; 3617.4 mouse cells, GR-EGFP nuclear translocation imaging; test concentration mostly 20 µM; stimulated with dexamethasone, 1 µM; hits give low values; z-score, hits read low; 220,000 tested, 0.47% active; AID 1381;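 active = plate z-score of nuclear minus cytoplasmic receptor signal below a set negative limit, without overly bright fluorescence or cell loss, cut at about -3.5 in these data, passing the limit was not always enough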;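 also: z-score of nuclear minus cytoplasmic ring GR-EGFP intensity difference per well; some compounds called inactive have numbers as strong as hits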
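Also added – dexamethasone, 1.0 µM final · Buffer or medium – tet-free, stripped-serum medium · Schedule – induction 48 h, compound 1 h, agonist 30 min · Detection – formaldehyde fixation, Hoechst nuclear stain, 10x automated fluorescence imaging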
MT stabilizer – microtubule stabilizers in HeLa cells. HeLa tubulin immunostaining HCS, 24 h; share of cells brighter than vehicle mean+2SD. % tubulin-high responders, % at 10 µM. 200,000 tested, 0.83% active;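 active = plate Z-score above 3 for both tubulin-high and condensed-nucleus cell shares, with cell loss under 80%, at 10 µM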;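 also: anti alpha tubulin signal scored within the nucleus-defined area of each cell; some results filed as inactive read as strong as hits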
WT yeast gro inh – growth inhibition of WT yeast, mitochondrial fusion screen; 190,000 tested, 2.1% active; mitochondrial fusion phenotypic screen, WT strain; AID 1362; inhibition, % at 10 µM; in the data active = inhibition above about 58%; tested in S. cerevisiae
XIAP displacement – small molecules displacing peptide from XIAP – biochemical, IAP family, fluorescence polarization (AID 1018); 200,000 tested, 0.007% active; displacement, % at 20 µM; hits with a dose series show IC50 in µM; XIAP BIR domain, fluorescence polarization peptide displacement; higher % means a stronger effect; in the data active = displacement above about 50%; also: a part of the inactive calls stands beside numbers as strong as those of hits
Autophagy mod – alters autophagy in cells. MEF GFP-LC3 puncta imaging; test concentration mostly 10 µM. calls only at 10 µM (by protocol). 190,000 tested, 0.98% active;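 active = percentage of spot-positive cells more than 3 SD above its plate mean, without a fluorescence outlier flag or 80% toxicity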;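 also: spot-positive cell cutoff set from DMSO-treated cells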
WT yeast gro inh mutant strain – also measured in WT yeast gro inh; calls as there; inhibition, %; mitochondrial fusion phenotypic screen, mutant strain inhibition
Dynein transport cytoplasmic EGFP – recorded beside Dynein transport, whose call it bears; z-score; measured here: cytoplasmic GR-EGFP intensity; hits give high values
Dynein transport nuclear GR-EGFP – second read-out of Dynein transport, no call of its own (marks repeat the call); z-score; measured here: nuclear GR-EGFP intensity;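 lower value marks the stronger effect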
Dynein transport cell count – also measured in Dynein transport; calls as there; z-score; measured here: cell count per field
Ins promoter up cell count – second read-out of Ins promoter up, no call of its own (marks repeat the call); cell count; measured here: cytotoxicity, nuclei count;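 total cells summed across four imaged fields per well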
Lipid droplet cells 6.5 µM – recorded beside Lipid droplet, whose call it bears; cell count; measured here: cell count, cytotoxicity flag;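 cells counted across two imaged fields per well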
bCat nuc transl cell count 5 µM – second read-out of bCat nuc transl, no call of its own (marks repeat the call); cell count; measured here: cell count, cytotoxicity flag
MT stabilizer Hoechst-high % – further read-out of MT stabilizer, marked with its call; % Hoechst-high responders; measured here: nuclear condensation Hoechst responders;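 share of cells brighter than vehicle mean plus two SD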
MT stabilizer cytotoxicity % – second read-out of MT stabilizer, no call of its own (marks repeat the call); toxicity, %; measured here: cytotoxicity by cell density;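 0% = mean cell density of plate MIN control wells and 100% = no cells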
Autophagy mod cell loss 18 h – recorded beside Autophagy mod, whose call it bears; toxicity, %; measured here: cell loss, nuclei count;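 cell loss after 18 h compound exposure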
Active calls of the source: *; i = inactive; · = no result given.

Preview:
#	Structure	Lipid droplet	Lipid droplet cells 6.5 µM	bCat nuc transl	bCat nuc transl cell count 5 µM	Ins promoter up	Ins promoter up cell count	CSM14.1 death rescue	Dynein transport	Dynein transport cytoplasmic EGFP	Dynein transport nuclear GR-EGFP	Dynein transport cell count	MT stabilizer	MT stabilizer Hoechst-high %	MT stabilizer cytotoxicity %	WT yeast gro inh	WT yeast gro inh mutant strain	XIAP displacement	Autophagy mod	Autophagy mod cell loss 18 h
1	CN1CCN(NC(=S)NC2CCCCC2)CC1	3.3	703	-5.1	578	-0.09	1328	-1.6%	-0.179	0.0514	0.139	-0.379	3.1	4.5	7.9	-0.1	-2.5	-4.1%	i	5.2
2	O=C(CCC(=O)N(CC(=O)NC1CCCC1)Cc1cccs1)Nc1nccs1	-6.1	748	2.4	1035	-0.34	1428	0.6%	-0.607	-0.24	0.0796	0.17	1.1	1.9	3.2	3.7	-9.4	-4.1%	i	0.9

This part in full, previewed entries included:
#	Structure	Lipid droplet	Lipid droplet cells 6.5 µM	bCat nuc transl	bCat nuc transl cell count 5 µM	Ins promoter up	Ins promoter up cell count	CSM14.1 death rescue	Dynein transport	Dynein transport cytoplasmic EGFP	Dynein transport nuclear GR-EGFP	Dynein transport cell count	MT stabilizer	MT stabilizer Hoechst-high %	MT stabilizer cytotoxicity %	WT yeast gro inh	WT yeast gro inh mutant strain	XIAP displacement	Autophagy mod	Autophagy mod cell loss 18 h
1	CN1CCN(NC(=S)NC2CCCCC2)CC1	3.3	703	-5.1	578	-0.09	1328	-1.6%	-0.179	0.0514	0.139	-0.379	3.1	4.5	7.9	-0.1	-2.5	-4.1%	i	5.2
2	O=C(CCC(=O)N(CC(=O)NC1CCCC1)Cc1cccs1)Nc1nccs1	-6.1	748	2.4	1035	-0.34	1428	0.6%	-0.607	-0.24	0.0796	0.17	1.1	1.9	3.2	3.7	-9.4	-4.1%	i	0.9
3	Cc1[nH]n(-c2ccccc2)c(=O)c1CCO	-2.6	706	1.7	1010	-0.57	1484	1.2%	-0.821	-0.195	-0.289	-0.0872	2.0	3.0	8.8	1.1	14.3	-8.0%	i	-7.2
4	CCCN1C(=O)c2cc(C(=O)Nc3ccccc3C)ccc2C1Nc1ccccc1C (stereo not drawn)	-0.5	632	-0.3	1357	0.48	1114	·	0.86	-0.144	0.914	-0.347	·	·	·	·	·	·	·	·
5	Cc1cc2ccccc2c(=O)n1CC(=O)NCC(=O)N1CCCC1	·	·	·	·	·	·	5.5%	0.231	-0.327	0.413	0.636	5.8	1.9	0.6	-1.8	-8.9	-4.4%	i	10.7
6	O=C(O)c1cc(S(=O)(=O)O)ccc1O	-35.4	638	-1.4	1110	-0.16	1760	1.9%	-0.285	-0.214	0.0902	0.417	1.5	2.1	8.7	·	·	-4.3%	i	3.2
7	O=C(NC1CCCCC1)N1CCc2ccccc21	-25.2	694	·	·	-0.37	1322	-2.9%	0.287	0.164	0.216	0.884	3.0	2.0	24.6	10.4	-10.0	-6.6%	i	-8.3
8	CC(C)C(=O)Nc1ccc(NC(=O)c2cccc(F)c2)cn1	·	·	-0.4	1010	-0.35	1178	-1.6%	-1.08	-0.0384	-0.16	-0.238	4.0	2.3	10.4	22.2	26.3	-4.8%	i	-13.1
9	O=C(O)c1ccc2c(c1)C(=O)/C(=C\c1ccco1)C2=O	6.9	709	-2.4	1072	·	·	-1.6%	2.19	-0.131	1.17	-1.48	4.3	2.3	9.6	-6.5	-18.1	3.4%	i	-2.7
10	CCN(CC)CCNc1ccc(CO)c2sc3ccccc3c(=O)c12	-17.9	521	-2.6	432	·	·	-3.5%	-0.414	-0.243	-0.024	0.707	2.2	0.7	22.5	18.8	6.6	-7.6%	i	19.1
11	COC(=O)c1ccc2nc(C)cc(Nc3ccc(N(C)C)cc3)c2c1	-38.1	675	-0.6	551	-0.36	1094	-2.0%	-0.354	-0.184	0.647	-0.0336	1.8	2.0	10.8	10.7	-3.4	-4.0%	i	6.2
12	COc1ccc(Cc2nnc(NC(=O)CSc3ccccc3)s2)cc1	9.5	625	-0.7	1084	0.18	2066	-2.8%	-1.37	-0.191	-0.758	0.902	3.3	1.3	1.3	3.8	3.6	2.2%	i	20.6
13	O=C(/C=C/c1ccco1)Nc1cc(Cl)ccc1C(=O)O	-4.0	557	0.5	932	·	·	-3.7%	-0.584	-0.297	-0.546	0.122	2.1	2.6	0.3	-13.7	-17.8	-7.2%	i	-6.1
14	COc1cc(OC)nc(NC(=O)NS(=O)(=O)c2ccc(F)cc2)n1	1.2	757	3.2	1082	-0.89	1229	1.8%	-0.989	-0.246	-0.505	1.13	3.0	1.8	0.4	5.0	7.1	-4.0%	i	11.0
15	Cc1ccc(C)c(C(C)NC(=O)c2ccccc2Br)c1 (stereo not drawn)	-25.6	718	0.9	547	0.1	1315	0.2%	-0.73	-0.126	-0.305	0.305	1.4	4.4	6.7	-12.4	-4.7	12.0%	i	-8.6
16	COc1ccc(OC)c(NC(=O)c2ccc(CSc3ncccn3)cc2)c1	-8.7	620	-0.4	1067	-0.33	1523	7.9%	-1.15	-0.0775	-0.468	1.19	3.4	1.7	4.2	2.0	-12.1	-1.6%	i	-6.2
17	NS(=O)(=O)c1ccc(CNC(=O)Cc2c(F)cccc2Cl)cc1	1.2	612	0.5	1522	-0.03	1442	-1.1%	-0.436	-0.256	-0.107	0.639	1.7	1.7	8.2	4.3	4.7	-1.2%	i	-21.7
18	CCC(Sc1nc(=O)cc(N)n1-c1cccc(C)c1)C(=O)Nc1cc(C)on1 (stereo not drawn)	9.5	716	-2.4	1084	-0.15	1323	0.6%	-0.197	-0.27	0.183	-0.476	2.3	1.0	27.5	-1.4	13.4	0.2%	i	2.0
19	O=C(Oc1cccc(/C=N/Nc2nc(Nc3ccccc3)nc(N3CCOCC3)n2)c1)c1ccco1	119.9*	587*	-5.8	713	-1.47	614	-9.0%	-0.661	-0.184	-0.773	0.1	3.1	5.3	2.1	22.7	9.1	-4.8%	i	5.1
20	CN1CCN(NC(=O)c2ccc(S(=O)(=O)N3CCCCCC3)cc2)CC1	18.2	653	-2.7	1180	0.16	1277	-2.1%	-0.358	-0.258	-0.288	0.664	4.6	2.2	14.3	0.1	6.1	-3.5%	i	28.0
21	Cc1cc(NC(=O)CSc2nc(-c3cccs3)cc(C(F)(F)F)n2)no1	13.5	644	8.5	856	0.17	1829	-2.6%	1.41	-0.222	0.564	-0.288	29.3	5.9	41.6	12.7	10.5	-1.0%	i	60.3
22	Cc1cc(NC(=O)Cn2c(=O)c3c(ncn3CC(C)C)n(Cc3ccccc3)c2=O)no1	·	·	-4.5	883	-0.02	1321	2.0%	-1.02	-0.205	-0.185	0.395	2.4	0.7	3.3	-6.8	-0.3	-18.0%	i	3.5
23	Clc1ccc(Oc2cnns2)cc1Cl	1.6	772	·	·	·	·	0.4%	-1.06	-0.0356	-0.489	0.624	1.4	1.0	5.8	30.2	27.4	-1.2%	i	0.6
24	Oc1c(/C=N/c2ncn[nH]2)ccc2ccccc12	·	·	-1.6	885	0.43	1184	2.3%	1.23	-0.175	0.554	-1.09	3.0	2.1	10.0	10.3	5.2	0.3%	i	4.1
25	CN(C(=O)CSc1nnc(-c2ccco2)n1N)C1CCCCC1	-15.1	702	-4.7	1081	-0.28	1230	-0.7%	0.0859	-0.332	0.306	0.386	3.1	2.8	7.1	-12.3	4.0	-1.7%	i	0.2
26	O=C(O)c1cnc(-c2ccccc2)nc1Oc1ccc(Cl)cc1	8.4	663	-0.7	1025	-0.89	1538	-0.1%	-0.977	-0.318	-0.51	1.43	4.1	2.0	5.2	-16.3	3.9	-5.7%	i	6.2
27	COCCNC(=O)c1cn(C)c2ccccc2c1=O	2.5	720	2.8	997	0.09	1191	-1.0%	-0.772	-0.171	-0.34	0.486	2.0	3.8	8.5	-3.2	-8.4	-2.3%	i	-0.9
28	COc1cc(OC)cc(-n2nnnc2SCC(=O)NC2CCCC2)c1	9.1	728	-2.9	1161	-0.64	981	3.6%	-0.401	-0.184	-0.296	0.0921	4.1	2.2	6.7	-6.3	-3.0	-4.4%	i	1.3
29	Cc1nn(CCCC(=O)Nc2cccnc2Cl)c(C)c1[N+](=O)[O-]	-6.2	674	-0.7	1094	-0.05	1173	-0.9%	-0.245	-0.315	-0.135	-0.959	3.7	1.8	4.6	-10.2	-5.6	-0.9%	i	-2.3
30	COc1ccc(NC(=O)c2cc(-c3cccnc3)nc3ccc(C)cc23)cc1OC	·	·	-0.2	1350	0.04	1425	-1.6%	-0.236	-0.222	-0.32	0.478	2.4	0.9	2.6	9.6	12.8	-8.3%	i	-1.7
31	COC(=O)CSc1nnc(-c2ccc(OC)c(OC)c2)o1	-4.5	728	0.1	1513	0.03	1420	0.6%	0.193	-0.328	-0.241	0.343	3.7	1.2	16.0	-20.9	-13.9	4.6%	i	-9.4
32	O=C1C(Cl)=C(N2CCOCC2)C(=O)N1c1cccc(Cl)c1	·	·	-1.6	792	0.99	1042	4.4%	-1.46	0.0401	-0.789	0.625	3.4	1.2	4.6	-3.7	3.1	7.3%	i	10.4
33	CCOC(=O)c1ccc2nc(C)c(CC)c(Cl)c2c1	-6.2	709	1.8	819	0.01	1426	-2.3%	-0.163	-0.132	-0.2	0.374	3.9	2.8	5.5	-6.2	-31.3	-10.1%	i	4.6
34	O=C(NC(=S)Nc1cc(S(=O)(=O)N2CCOCC2)ccc1O)c1ccco1	47.5	730	-4.5	1087	·	·	-0.7%	0.449	-0.272	-0.301	-0.0687	3.7	2.5	0.4	-9.3	-3.1	-7.4%	i	-7.1

Rows are unselected; overall some 4% were active at least once.
